# Screens from PubChem.
# DYRK1A inh: inhibitors of rat Dyrk1A kinase. ADP-Glo luminescence, NFATc1 peptide. 310,000 compounds, 0.43% hits. inhibition, % at 12.5 µM; in the data active means inhibition above about 50%;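 further: plate controls were vehicle with enzyme for no effect and no enzyme for full effect; many of its hits are not listed in these tables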
# hERG rescue: hERG (human) protection from proarrhythmic block. Q12809. CHO-hERG, FluxOR thallium flux, dofetilide IC70 present. activation (rescue from dofetilide block), less the hit threshold, % at 10 µM. 310,000 compounds, 0.51% hits. AID 1511;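 active means activation above the mean of controls blocked by dofetilide plus 5 SD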;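 further: thallium influx through hERG after potassium depolarization seen as dye fluorescence rise; in these data hits start at about 4.7%; inactives centre near -7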
# RGS4 block: inhibitors of human RGS4 | AID 463165 | HEK293 M3R/RGS4 inducible, Fluo-4 calcium flux; active compounds read high; triggered by carbachol at its EC20 | 310,000 compounds, 0.45% hits | P49798 | B-score at 10 µM;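 active means B-score, a plate-corrected calcium signal, over three deviations above library mean, with baseline fluorescence within five deviations of library mean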;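 further: RGS4 expression induced by doxycycline in cells with stable M3 receptor; B-score is computed from the integrated fluorescence ratio over baseline after carbachol; higher B-score means a larger calcium signal and so more RGS4 inhibition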
# KCNQ1 block: inhibitors of human KCNQ1 potassium channel | P51787 | AID 2642 | CHO-K1 KCNQ1, FluxOR thallium flux fluorescence; active compounds read high | 310,000 compounds, 1.3% hits | B-score at 10 µM;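 active means compounds whose thallium flux B-score, printed positive for inhibition, exceeds three library SD while starting fluorescence stays within three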;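 further: channel opened by potassium depolarization with thallium stimulus after 20 min compound exposure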
# Target sequence (P51787 whole entry, looked up): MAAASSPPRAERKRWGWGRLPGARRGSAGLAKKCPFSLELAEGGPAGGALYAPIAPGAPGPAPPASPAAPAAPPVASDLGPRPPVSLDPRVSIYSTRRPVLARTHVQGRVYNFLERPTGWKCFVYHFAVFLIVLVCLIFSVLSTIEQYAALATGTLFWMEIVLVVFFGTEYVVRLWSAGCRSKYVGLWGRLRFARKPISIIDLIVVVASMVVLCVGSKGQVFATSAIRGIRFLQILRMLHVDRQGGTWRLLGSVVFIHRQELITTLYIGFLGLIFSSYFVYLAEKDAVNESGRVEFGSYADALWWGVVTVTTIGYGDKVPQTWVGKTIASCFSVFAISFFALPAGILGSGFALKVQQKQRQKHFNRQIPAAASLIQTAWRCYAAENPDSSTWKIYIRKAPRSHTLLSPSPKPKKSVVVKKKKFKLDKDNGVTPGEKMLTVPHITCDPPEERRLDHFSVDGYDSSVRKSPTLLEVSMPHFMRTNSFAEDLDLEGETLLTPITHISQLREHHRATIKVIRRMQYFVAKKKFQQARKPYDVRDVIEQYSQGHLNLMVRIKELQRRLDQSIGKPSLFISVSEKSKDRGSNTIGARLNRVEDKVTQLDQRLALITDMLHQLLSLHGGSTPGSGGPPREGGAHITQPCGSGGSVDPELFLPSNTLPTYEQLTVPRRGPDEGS
# GSK3 alpha inh: human GSK-3 alpha kinase inhibition; 320,000 compounds, 0.1% hits; AID 2650; inhibition, % at 10 µM; ADP-Glo luminescence, 60 min; P49840;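 in the data active means inhibition above about 50%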;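 further: GST-tagged GSK-3 alpha with peptide substrate and 25 µM ATP; 0% = DMSO neutral wells and 100% = GW8510 positive control wells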
# PolyA inhibitor: yeast polyadenylation inhibition; S. cerevisiae SKY197-pL101 polyadenylation reporter, beta-gal luminescence; efflux-impaired pdr1/pdr3 knockout yeast; score 100 = 6 SD above DMSO; calls only at 12 µM; 300,000 compounds, 0.02% hits; AID 1875;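 active means lowest replicate activity score at least 50, where 100 means six control SD above control mean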;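 further: yeast exposed to compound for 9 h at 30 °C; higher score means more reporter readthrough which indicates perturbed polyadenylation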
# KCNK9 block: human KCNK9 channel inhibition; Q9NPC2; HEK293 KCNK9, FluxOR thallium flux fluorescence; active compounds read low; B-score at 10 µM; 310,000 compounds, 1.2% hits;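 active means ratio B-score over 3 SD below the library mean, with starting fluorescence within 5 SD of its mean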;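 further: negative B-score means less thallium flux so channel inhibition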
# Target sequence (Q9NPC2 whole entry, looked up): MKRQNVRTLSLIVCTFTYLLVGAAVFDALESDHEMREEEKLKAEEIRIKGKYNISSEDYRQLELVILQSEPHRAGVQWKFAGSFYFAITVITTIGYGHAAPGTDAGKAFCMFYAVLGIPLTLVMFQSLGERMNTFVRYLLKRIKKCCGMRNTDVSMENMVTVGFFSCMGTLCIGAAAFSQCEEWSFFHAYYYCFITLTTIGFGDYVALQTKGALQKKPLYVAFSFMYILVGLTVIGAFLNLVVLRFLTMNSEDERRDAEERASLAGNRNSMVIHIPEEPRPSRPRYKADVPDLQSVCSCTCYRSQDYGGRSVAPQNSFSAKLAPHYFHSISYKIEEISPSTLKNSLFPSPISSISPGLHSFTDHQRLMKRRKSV
# RGS4 pot: potentiators or activators of RGS4; HEK293 M3R/inducible RGS4, carbachol calcium flux Fluo4; active compounds read low; B-score at 10 µM; 310,000 compounds, 0.92% hits;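 active means B-score of the integrated calcium signal more than 4 SD below the library mean, with starting fluorescence not abnormally high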;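 further: negative B-score means reduced calcium response which marks RGS4 activation or potentiation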
#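 Assay system: HEK293 FlpIn-TREx cells, stable M3R, doxycycline-inducible RGS4 / Probe or stimulus: carbachol, ECmax concentration / Times: overnight RGS4 induction, 30 min dye load 37 °C, 20 min compound RT / Signal: kinetic calcium fluorescence imaging with Fluo4-AM dye, 2 µM / Measure: Agonist-evoked peak-minus-minimum fluorescence over baseline, integrated ratio, B score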
# GSK3B inh: blocks human GSK3beta kinase activity; P49841; GST-GSK3beta kinase, ADP-Glo luminescence, 60 min; active compounds read low; activity score (negative = inhibition), % at 10 µM; 300,000 compounds, 0.038% hits; AID 2097;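 active means more than half of replicate wells score below -50%, meaning over 50% inhibition versus plate controls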;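 further: 0% = median DMSO wells and -100% = median GW8510 positive control wells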
#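 Test system: GST-fused GSK3beta enzyme, cell-free | Quantity: 1.6 ng GST-GSK3beta enzyme per well | Reagent: 25 µM ATP with peptide substrate | Schedule: 60 min enzyme reaction, room temperature | Signal: Luminescent ADP-Glo measurement of ADP formed | Read-out basis: Score relative to plate controls | Control set: DMSO and 20 µM GW8510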
# KCNQ1 pot: potentiates or activates the human KCNQ1 potassium channel; B-score at 10 µM; 310,000 compounds, 0.35% hits; CHO-K1 KCNQ1, thallium flux FluxOR fluorescence; active compounds read high; AID 2648;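 active means fluorescence ratio B-score, a plate-corrected score, at least three library SD, with initial intensity B-score within 5 SD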
#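 System: Stable KCNQ1 CHO-K1 line | Incubation: 90 min dye loading and 20 min compound exposure, both at room temperature | Measure: Ratio B score | Medium: Assay buffer for compound exposure, DMSO matched across wells | Compound dosing: Single-concentration screen | Probe or stimulus: K+/Tl+ depolarizing stimulus | Measured by: Kinetic FluxOR fluorescence, 10 s baseline plus 110 s post-stimulus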
# KCNK3 block: human KCNK3 channel inhibition, primary screen. B-score at 10 µM. O14649. CHO-KCNK3 thallium flux, FluxOR fluorescence; active compounds read low. 340,000 compounds, 0.84% hits;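 active means B-score under library mean minus 4 SD, starting fluorescence ratio at most library mean plus 5 SD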;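 further: more negative B-score means stronger inhibition of thallium flux through KCNK3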
# An asterisk follows results filed as active; i = inactive; . = no result given.
SMILES,DYRK1A inh,hERG rescue,RGS4 block,KCNQ1 block,GSK3 alpha inh,PolyA inhibitor,KCNK9 block,RGS4 pot,GSK3B inh,KCNQ1 pot,KCNK3 block
Cc1ccc(S(=O)(=O)N2CCC(C(=O)Nc3nnc(C)s3)CC2)cc1,0,-3,i,i,-1,i,i,i,-1,i,i
Cc1cccc(NC(=O)C2(C)CC3c4ccccc4C2c2ccccc23)c1 (configuration not stated),3,2,i,i,8,i,i,i,1,i,i
COc1ccc(CCn2c(O)c(C=Nc3cccc(F)c3)c(=O)[nH]c2=O)cc1OC,.,-8,i,i,4,i,i,i,-2,i,i
O=[N+]([O-])c1ccc(S(=O)(=O)N2CCN(c3ccc(N4CCOCC4)nn3)CC2)cc1,-6,-15,i,i,2,i,i,i,-3,i,i
Cc1ccc(C(=O)Nc2cccc3ccccc23)o1,.,-4,i,i,2,i,i,i,0,i,i
CC(C)(C)c1ccc(C(=O)NC(=S)N2CCCCCC2)cc1,-6,8.4*,i,i,-2,i,i,i,-4,22*,i
COCC1CCCN(Cc2cn(Cc3ccccc3)nc2-c2cc3ccccc3o2)C1 (configuration not stated),.,-19,i,i,-1,i,i,i,1,i,i
O=S(=O)(c1cccc2nsnc12)N1CCN(C/C=C/c2ccccc2)CC1,-6,-12,i,i,-3,i,i,i,1,i,i
CCCOc1ccc(-c2c(C(=O)N/N=C/c3ccncc3)nnn2-c2nonc2N)cc1,.,-5,i,i,3,i,i,i,-8,i,i
CC(C)n1c(SCC(=O)c2ccc3c(c2)OCCO3)nc2c1c(=O)n(C)c(=O)n2C,.,-10,i,i,3,i,i,i,-2,i,.
C(=N\Nc1nc2ccccc2[nH]1)/c1cccc2cccnc12,15,-13,i,i,0,i,i,i,0,i,i
O=C(O)c1cc(S(=O)(=O)NCc2ccco2)c(Cl)cc1Cl,11,2,i,i,1,i,i,i,5,i,i
COc1ccc(C)cc1NC(=O)C1CCCN(S(=O)(=O)c2cnc[nH]2)C1 (configuration not stated),-4,-5,i,i,-2,i,i,i,0,i,i
CCc1ccc(-c2nc(CN3CCC(C(=O)NCCN(CC)c4ccccc4)CC3)c(C)o2)cc1,5,-35,i,i,-1,i,i,i,-2,i,i
COC(=O)C1=C(C)N(Cc2ccccc2)C(=NCCc2ccccn2)N[C@H]1c1cccc(F)c1,3,-8,i,i,2,i,i,i,1,i,i
CN(C)c1ccc(/C=C2/SC(=O)N(CCN=C3NS(=O)(=O)c4ccccc43)C2=O)cc1,-3,-10,i,i,0,i,i,i,3,i,i
CN(CC(=O)Nc1ccccc1N1CCCC1)S(=O)(=O)c1ccc(F)cc1,-1,-12,i,i,-2,i,i,i,2,i,i
O=S(=O)(c1ccccc1)N1CCN(C(=S)Nc2ccc(Br)cc2)CC1,0,-5,i,i,.,.,i,i,-12,i,i
COc1cc([N+](=O)[O-])cc(/C=N/NC(=O)CSc2ccccn2)c1O,0,-6,i,i,-4,i,i,i,5,i,i
CCOc1ccc(NC(=O)CN(C)C(=O)CCCOc2ccc(Cl)c(C)c2)cc1OCC,3,-6,i,i,-3,i,i,i,2,i,-9.9*
CCn1c(COc2cc(C)ccc2C(C)C)nnc1SCC(=O)Nc1nccs1,-6,2,i,i,0,i,i,i,1,i,i
Cc1c(C(=O)OCC(=O)N2CC(=O)Nc3ccccc32)oc2ccccc12,4,-12,i,i,1,i,i,i,1,i,i
COc1ccccc1NC(=O)c1ccc(S(=O)(=O)N2CCOCC2)cc1,-2,-13,i,i,1,i,i,i,4,i,i
OCCN1CCN(CC#CCC(c2ccccc2)c2ccccc2)CC1,0,-4,i,i,-1,i,i,i,7,i,i
CCOC(=O)N1CCN(C(=O)CCCn2c(=S)[nH]c3ccc(Br)cc3c2=O)CC1,-2,-8,i,i,4,i,i,i,-9,i,i
OCCCNc1nnc(-c2ccccc2)c2ccccc12,1,-8,i,i,-2,i,i,i,0,i,i
CCc1ccc(NC(=O)Cn2cnc3c(=O)n(C)c(=O)n(C)c32)cc1,.,-8,i,i,-1,i,i,i,3,i,i
O=C(Nc1ccc(Br)cc1)c1ccccc1CC[N+](=O)[O-],6,-4,i,i,-2,i,i,i,-2,i,i
Cc1cnc(C(=O)OCc2ccc(Br)cc2)cn1,1,-7,i,i,-2,i,i,i,-1,i,i
COc1ccc(S(=O)(=O)NCCSC(C)(C)C)cc1,-5,-15,i,i,-1,i,i,i,-1,i,i
CCOC(=O)c1cnc2c(-c3ccccc3OC)c(C)nn2c1C,-2,3,i,i,-1,i,i,i,1,i,i
Cc1ccc(-c2noc(CCCC(=O)NC3CCCC3)n2)cc1,-1,-10,i,i,2,i,i,i,4,i,i
C/C(=N\NC(=O)c1nn(C)cc1Br)c1cccc(NC(=O)C2CCCC2)c1,2,-5,i,i,-1,i,i,i,1,i,i
O=C(COC(=O)C1CCN(S(=O)(=O)c2ccc3c(c2)OCCO3)CC1)Nc1cc(C(F)(F)F)ccc1Cl,2,-3,i,i,1,i,i,i,-5,i,i
C#Cc1ccc([C@@H]2C=C(C(=O)NCc3ccccc3)O[C@H](OCCCCO)C2)cc1,-12,-6,i,i,-1,i,i,i,0,i,i
CC(CN)(NS(=O)(=O)c1ccccc1)c1ccccc1 (configuration not stated),-3,-4,i,i,1,i,i,i,-2,i,i
Nn1c(SCC(=O)N2CCCCCC2)nnc1-c1ccncc1,2,-8,i,i,1,i,i,i,2,i,i
COc1cccc(-c2nc(-c3ccncc3)no2)c1,5,-14,i,i,1,i,i,i,-3,i,i
CCC(C)NC(=O)NC(=O)CSc1nnc(-c2ccccc2F)n1C1CC1 (configuration not stated),-1,-6,i,i,-4,i,i,i,4,i,i
O=C(Nc1ccccc1Br)C(=O)N1CCCC1,-5,-6,i,i,-3,i,i,i,-2,i,i
COc1ccc(NC(=O)c2nnn(CC(=O)Nc3ccccc3OC)c2N)c(OC)c1,3,-5,i,i,2,i,i,i,0,i,i
O=C(OC(C(=O)NC1CCCCC1)c1ccc(C(F)(F)F)cc1)c1ccco1 (configuration not stated),6,-6,i,i,.,i,i,i,-1,i,i
COc1ccc(S(=O)(=O)N=Nc2c(O)[nH]c3ccccc23)cc1,1,-4,i,i,-17,i,i,i,-2,i,i
O=C(N/N=C/C(Br)=C/c1ccccc1)c1cnccn1,8,-9,i,i,3,i,i,i,7,i,i
O=C(c1ccc(COc2ccc(F)cc2)o1)n1cccn1,2,-3,i,i,.,i,i,i,0,i,i
CCCCSc1nc(O)c(C2OC(=O)c3c2ccc(OC)c3OC)c(=O)n1C (configuration not stated),-7,-16,i,i,-2,.,i,i,4,i,i
CC(C)(CNc1ccc([N+](=O)[O-])cc1C#N)N1CCOCC1,.,-16,i,i,-5,i,i,i,3,i,i
O=C(CN1C(=O)NC(Cc2ccccc2)C1=O)Nc1ccc(OC(F)F)cc1 (configuration not stated),-2,-4,i,i,-1,i,i,i,-1,i,i
CC(C)(C)n1nc2c(c1NC(=O)Cc1cccc3ccccc13)CS(=O)C2 (configuration not stated),-1,-9,i,i,-1,i,i,i,0,i,i
COc1cccc(CNC(=O)c2csc3c2CCCC3)c1,17,-13,i,i,1,i,i,i,-1,i,i
CN(C)/C=C1\N=C(c2cccnc2Oc2ccc(Cl)cc2)OC1=O,6,-1,i,i,3,i,i,i,0,i,i
O=C(N/N=C/c1ccc(O)cc1)c1cc(C23CC4CC(CC(C4)C2)C3)[nH]n1,-2,-12,i,i,-1,i,i,i,-2,i,i
COc1ccc(S(=O)(=O)N2CCc3ccccc3C2)cc1OC,-3,-12,i,i,-2,i,i,i,-7,i,i
CCCc1cc(NCC2CCCO2)n2c(nc3ccccc32)c1C#N (configuration not stated),5,-11,i,i,20,i,i,i,2,i,i
O=C1c2ccsc2SCCN1Cc1ccc(Cl)cc1,2,-13,i,i,-3,i,i,i,5,i,i
COc1cccc(NC(=S)N(CCN2CCCCC2)Cc2ccco2)c1,0,-11,i,i,-3,i,i,i,.,i,i
CCOC(=O)c1cn(Cc2ccccc2)nc1-c1ccccc1,-1,-8,i,i,-2,i,i,i,1,i,i
O=C(Nn1c(COc2ccccc2)nc2ccccc2c1=O)C(Cl)(Cl)Cl,4,-10,i,i,-5,i,i,i,6,i,i
COc1ccc(OC)c(NC(=O)NCCc2cccc(Cl)c2)c1,-4,0,i,i,-10,i,i,i,1,i,i
Cc1c(C#N)sc2nc(-c3ccccc3)nc(N3CCCC3)c12,-4,-1,i,i,-1,i,i,i,-1,i,i

# Next part.
SMILES,DYRK1A inh,hERG rescue,RGS4 block,KCNQ1 block,GSK3 alpha inh,PolyA inhibitor,KCNK9 block,RGS4 pot,GSK3B inh,KCNQ1 pot,KCNK3 block
COc1ccc([C@H]2/C=C\CN(S(=O)(=O)c3cccc4cccnc34)[C@@H](C)C(=O)N2Cc2ccc(F)cc2)cc1,2,-14,i,i,-3,i,i,i,0,i,i
N#Cc1ccsc1NC(=O)COc1ccc(-c2nnco2)cc1,0,-5,i,i,3,i,i,i,2,i,i
Cc1ccc(C(=O)NCCc2nnc3ccc(NCCCN4CCOCC4)nn23)cc1,-3,-10,i,i,1,i,i,i,-1,i,i
COCc1cc(C)nc(OCC(=O)N/N=C/c2cc(C)n(-c3c(C)cccc3C)c2C)c1C#N,0,-4,i,i,0,i,i,i,-20,i,i
Cc1ccc(N=Cc2c(O)n(-c3nccs3)c(=O)c3ccccc23)c(C)c1,-3,-8,i,i,0,i,i,i,0,i,i
COc1cc(C(F)(F)F)c(C(=O)N(C)Cc2cccc(Cl)c2)cn1,1,-2,i,i,5,i,i,i,1,i,i

# Some of the compounds tested; rates above refer to the full screens.
